M1 ag parental: counter-screen for M1 agonists: effect in parental CHO-K1 cells | 360,000 compounds, 0.48% hits | Fluo-8 calcium fluorescence; scaled to maximal ATP response, vehicle zero | AID 602248, 2012 | activation, % at 3 µM; in the data active = activation above about 15%;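 note: untransfected CHO-K1 host cells lacking M1 receptor as counterscreen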
OXTR potentiate: human OXTR potentiators, primary screen, fluorescence, CHO-OTR cells, Fluo-8 calcium. Oxytocin receptor (Homo sapiens), P30559. Fluo-8 calcium fluorescence, potentiator mode; 0% = oxytocin EC15, 100% = EC100. activation, % at 3 µM. 320,000 compounds, 0.061% hits. AID 2445, 2010;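 active = activation above that plate's cutoff, the mean activation of tested compounds plus 3 SD, cut at about 6.6% in these data, passing the limit was not always enough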;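 note: 100% uses oxytocin at 75 nM as the full agonist control; some results filed as inactive read as strong as hits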
Target sequence (P30559 whole entry, looked up): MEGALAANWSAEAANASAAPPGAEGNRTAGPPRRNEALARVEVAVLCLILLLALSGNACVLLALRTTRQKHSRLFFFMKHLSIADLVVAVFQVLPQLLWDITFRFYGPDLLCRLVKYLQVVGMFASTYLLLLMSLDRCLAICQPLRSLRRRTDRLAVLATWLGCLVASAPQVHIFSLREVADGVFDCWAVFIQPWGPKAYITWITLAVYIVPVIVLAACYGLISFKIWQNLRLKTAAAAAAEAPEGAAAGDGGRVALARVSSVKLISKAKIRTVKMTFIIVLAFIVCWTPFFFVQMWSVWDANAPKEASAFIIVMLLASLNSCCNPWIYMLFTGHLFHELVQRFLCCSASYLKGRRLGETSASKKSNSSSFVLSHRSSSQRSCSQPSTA
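Replication – single well per compound, singlicate · Assay system – CHO cell line stably expressing human OTR · Timing – 6 min pre-incubation, 100 s read · Measure – normalized max/min fluorescence ratio, % activation · Doses – 3.0 µM, one dose · Detection – Fluo-8 calcium dye fluorescence · Probe or stimulus – oxytocin near EC15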
V1R ag counter: agonists of human V1a receptor, primary screen, counter-screen for OXTR agonist project, fluorescence, CHO-V1R cells | Fluo-8 calcium fluorescence, agonist mode; 0% DMSO, 100% 3 nM vasopressin | activation, % at 3 µM | 320,000 compounds, 0.25% hits | AID 2797, 2010 | Vasopressin V1a receptor (Homo sapiens), P37288;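 active = activation above the mean activation of all tested compounds plus 3 SD, per screening run, cut at about 20% in these data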;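 note: signal is peak over basal fluorescence ratio across a 100 second FLIPR read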
CHO-K1 Ca antag: nonselective inhibitor or artifact in parental CHO-K1 cells. ATP-induced calcium, Fluo-8 fluorescence. inhibition, % at 3 µM. 360,000 compounds, 0.6% hits;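 active = inhibition above a per-plate cutoff, the plate's mean sample inhibition plus 3 SD, cut at about 24% in these data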;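 note: 0% = DMSO plus EC80 ATP and 100% = DMSO alone without ATP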
TAAR1 antag: human TAAR1 antagonists, primary screen, Fluo-8 calcium fluorescence, CHO RD-HGA16 cells; Trace amine-associated receptor 1 (Homo sapiens), Q96RJ0; antagonist; inhibition, % at 3 µM; 360,000 compounds, 1.5% hits; AID 624466, 2012;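 active = inhibition above a per-plate cutoff, the mean inhibition of test compounds on that plate plus 3 SD, cut at about 49% in these data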;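 note: 0% = DMSO plus EC80 beta-PEA response and 100% = DMSO alone without agonist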
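System: CHO RD-HGA16 cells bearing hTAAR1. Reagent: EC80 β-phenethylamine stimulus. Schedule: seeding 17-24 h prior, 75-min 37 °C, 30-min RT dye loading. Signal: Fluo-8 intracellular calcium dye fluorescence, real-time kinetic reads. Read-out: % inhibition from peak post-agonist over basal fluorescence ratio. Benchmarks: vehicle wells and EC80 agonist wells. Replicates: n of 1.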
CHO parental Ca: ATP-evoked calcium signal inhibitors, parental CHO, primary screen, counter-screen for OX1R antagonist project, cell-based, fluorescence, Fluo-8 calcium dye | parental CHO-K1, ATP-induced calcium, Fluo-8 fluorescence | 330,000 compounds, 0.63% hits | AID 463079, 2010 | inhibition, % at 5.6 µM;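 active = inhibition above that plate's mean sample inhibition plus 3 SD, cut at about 26% in these data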;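 note: 0% = ATP-challenged DMSO wells and 100% = DMSO wells without ATP; some compounds past the cut are filed as inactive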
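Material: parental CHO cells / Compound: single nominal dose of 5.6 µM per compound / Signal: Fluo-8 fluorescence / Replicates: singlicate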
M1 ag: human M1 muscarinic receptor agonists, primary screen, Fluo-8 calcium fluorescence, CHO-K1 cells, HTS. AID 588814, 2011. 360,000 compounds, 0.33% hits. CHO-K1 hM1, agonist mode; 0% DMSO, 100% acetylcholine EC100. Muscarinic acetylcholine receptor M1 (Homo sapiens), P11229. activation, % at 3 µM;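 active = activation above the run's mean compound activation plus 3 SD, cut at about 16% in these data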;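 note: peak over basal fluorescence ratio within a 140 s kinetic read after compound addition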
Target sequence (P11229 whole entry, looked up): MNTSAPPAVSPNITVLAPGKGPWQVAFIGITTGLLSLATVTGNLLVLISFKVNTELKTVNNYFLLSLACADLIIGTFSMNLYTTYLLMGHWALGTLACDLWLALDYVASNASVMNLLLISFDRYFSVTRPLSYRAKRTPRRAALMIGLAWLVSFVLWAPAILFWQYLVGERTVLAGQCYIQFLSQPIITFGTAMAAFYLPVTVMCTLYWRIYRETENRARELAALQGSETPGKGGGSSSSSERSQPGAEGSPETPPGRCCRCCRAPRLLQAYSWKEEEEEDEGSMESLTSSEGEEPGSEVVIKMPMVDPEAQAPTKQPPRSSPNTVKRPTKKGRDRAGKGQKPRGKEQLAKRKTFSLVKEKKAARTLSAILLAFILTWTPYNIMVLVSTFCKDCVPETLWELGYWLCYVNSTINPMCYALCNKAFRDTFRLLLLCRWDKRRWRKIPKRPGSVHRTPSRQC
M1 PAM parental: nonselective calcium activators in parental CHO-K1 cells, primary screen, counter-screen for M1 PAM project, cell-based, Fluo-8 calcium fluorescence, full deck, 1536-well. AID 602247, 2012. ATP EC20; 0% at ATP EC20, 100% at ATP max. 360,000 compounds, 0.02% hits. activation, % at 3 µM;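 active = activation above the run cutoff, the mean activation of all test compounds plus 3 SD, cut at about 40% in these data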;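 note: peak over basal fluorescence ratio in a 140 s read after ATP addition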
TAAR1 ag: human TAAR1 agonists, primary screen, Fluo-8 calcium fluorescence, CHO RD-HGA16 cells | 360,000 compounds, 0.99% hits | activation, % at 3 µM | vehicle wells 0%, saturating PEA agonist 100%;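 active = activation above the mean activation of all test compounds in the run plus 3 SD, cut at about 38% in these data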
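Repeats: no replicates (n 1) | Material: CHO-derived RD-HGA16 cells with stable Gα16 and human TAAR1 | Technique: Kinetic Fluo-8 calcium fluorescence | Schedule: 17-24 h seeding, 75 min 37 °C dye, 30 min RT | Evaluation: % activation from peak over basal fluorescence ratio, DMSO-to-PEA scaled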
* hit, by the source's call; x = no result given.

SMILES	M1 ag parental	OXTR potentiate	V1R ag counter	CHO-K1 Ca antag	TAAR1 antag	CHO parental Ca	M1 ag	M1 PAM parental	TAAR1 ag
CC12CN(S(=O)(=O)c3ccccc3)CC(C)(CN(S(=O)(=O)c3ccccc3)C1)C2	-0.4	-3.3	1.1	-2.6	-12.2	-13.2	-3.1	-0.1	1.2
CCOc1ccc(NC(=O)CSc2nc3ccccc3c(=O)n2CCNC(C)=O)cc1	0.2	-2.2	-0.2	-9.6	1.9	-1.8	-3.5	15.3	4.4
COc1ccc(C(=O)Nc2ccc(C)cn2)c(OC)c1	1.0	-4.6	-0.7	-3.6	-8.4	-0.1	-6.4	10.9	9.5
Cc1ccc2nc(Cl)c(C#N)cc2c1	1.3	-7.6	-0.2	-7.5	-15.5	11.7	-4.7	-8.8	-1.1
CCOC(=O)/C=c1\s/c(=C\c2ccc(C(F)(F)F)cc2)c(=O)n1CC(=O)NCc1ccco1	0.3	-3.2	-0.1	-12.5	3.4	-6.1	-3.1	19.9	-1.5
O=C(Nc1ccc2c(c1)OCO2)c1cccc2c1C(=O)N(Cc1cccnc1)C2	0.2	-5.1	0.3	-16.6	3.6	-17.1	-6.5	25.9	3.2
O=C(CN1CCN(C(=O)N2CCCCC2)CC1)Nc1ccc(F)cc1	0.9	-2.1	1.8	-19.1	4.7	-9.9	-3.4	12.7	1.0
COC(=O)c1ccccc1OC(=O)c1ccc(Br)o1	-0.5	1.7	-1.5	-0.9	3.8	-15.8	-3.1	-6.5	2.0
CCOC(=O)C(CC)/C(C)=N/NC(=O)c1ccccc1[N+](=O)[O-] (configuration not stated)	0.2	-2.5	-0.1	-7.6	2.6	-1.3	-7.0	7.0	12.9
CCOc1ccc(NS(=O)(=O)c2cc3c4c(c2)C(C)C(=O)N4CCC3)cc1 (configuration not stated)	1.1	-7.5	-0.8	-11.6	-36.8	-10.3	-1.6	8.3	0.5
O=C(N/C(=C/c1cccnc1)C(=O)N1CCOCC1)c1ccco1	0.0	4.4	0.0	8.1	-21.2	-2.5	-2.9	-12.2	3.4
CCOc1ccccc1CN1CCN(Cc2nc3ccccc3s2)CC1CCO (configuration not stated)	0.6	-7.6	1.2	-0.6	-8.0	-20.3	-8.8	17.2	9.3
COC(=O)CCCC1=CC2=CC(=O)C(C)(OC(=O)c3cccs3)C(=O)C2=CN1c1cccc(C#N)c1 (configuration not stated)	1.4	-12.1	0.5	0.8	x	-5.1	-4.7	8.4	x
CN(CC(=O)Nc1ccc(F)cc1)C(=O)CCc1nc2sc3c(c2c(=O)[nH]1)CCCC3	8.4	-0.7	-0.9	0.8	-27.5	-10.0	-3.4	-2.2	3.4
CC(=O)NC(C(=O)c1ccccc1)N1CCCCC1 (configuration not stated)	0.1	-5.3	1.3	-2.2	4.3	-7.4	-7.4	2.9	2.2
OC(CN1CCOCC1)CN(c1ccccc1)c1ccccc1 (configuration not stated)	0.0	-10.3	1.1	-5.7	-15.4	-4.8	-8.5	0.7	2.1
O=C(CSc1nnc(-c2cccs2)o1)c1cccs1	0.9	-5.6	0.3	-12.8	-4.3	-20.7	-1.8	-0.3	1.0
O=C(Nc1ccc(Cl)cc1)Nc1nc(-c2ccccc2O)cs1	16.6*	-8.1	12.5	15.3	4.2	73.9*	8.6	-9.0	10.6
O=C(O)c1ccc(C2NCC(c3ccccc3Cl)c3c2[nH]c2ccccc32)cc1 (configuration not stated)	1.6	-4.3	-0.4	-6.7	-18.2	-9.7	-6.2	3.5	0.0
CCOC(=O)C1CCN(Cc2ccc3ccccc3c2)CC1	-0.2	x	x	10.7	0.6	x	-7.0	-19.2	0.8
CCOC(=O)C1=CCN(S(=O)(=O)c2cccc(Cl)c2)C1c1ccc(C)cc1 (configuration not stated)	0.4	x	x	13.6	-4.9	x	-7.4	-0.8	1.6
O=C(c1cccc(F)c1)N1CCc2ccccc2C1	0.5	-12.4	-0.8	-10.2	1.4	-27.3	-4.2	3.1	0.9
O=C(Nc1cc(Cl)ccc1N1CCCC1)C1=NN(c2ccccc2)C(=O)CC1	1.9	-14.6	-0.5	-18.4	-33.0	-20.6	-4.8	5.9	-1.6
Cc1cc(/C=C(/C#N)C(=O)O)c(C)n1CCC(C)C	0.6	-1.6	0.4	-8.3	7.4	3.0	-8.0	26.5	5.7
O=C(Nc1ccc(Oc2ccccc2)cc1)c1csc([C@@H]2O[C@H](CO)[C@@H](O)[C@H]2O)n1	5.8	x	x	2.0	58.9*	x	1.4	4.4	8.3

Record cards, from the list above:
O=C(O)c1ccc(C2NCC(c3ccccc3Cl)c3c2[nH]c2ccccc32)cc1 (configuration not stated) as listed: M1 ag parental: 1.6; OXTR potentiate: -4.3; V1R ag counter: -0.4; CHO-K1 Ca antag: -6.7; TAAR1 antag: -18.2; CHO parental Ca: -9.7; M1 ag: -6.2; M1 PAM parental: 3.5; TAAR1 ag: 0.0
O=C(Nc1ccc(Oc2ccccc2)cc1)c1csc([C@@H]2O[C@H](CO)[C@@H](O)[C@H]2O)n1 as listed: M1 ag parental: 5.8; OXTR potentiate: x; V1R ag counter: x; CHO-K1 Ca antag: 2.0; TAAR1 antag: 58.9*; CHO parental Ca: x; M1 ag: 1.4; M1 PAM parental: 4.4; TAAR1 ag: 8.3

(list continues)
SMILES	M1 ag parental	OXTR potentiate	V1R ag counter	CHO-K1 Ca antag	TAAR1 antag	CHO parental Ca	M1 ag	M1 PAM parental	TAAR1 ag
CC(C)(C)OC(=O)C[C@H]1C/C=C\C[C@H](CC(=O)NCCO)C(=O)N[C@@H](Cc2ccccc2)COC1=O	0.1	5.2	0.1	-3.4	4.9	-8.7	-1.9	-11.5	10.5
COc1ccc(CNC(=O)C2CCN(S(=O)(=O)N3CCOCC3)CC2)cc1	0.2	-22.1	-0.2	4.2	-4.6	-2.5	-1.5	0.6	-2.0
N#C/C(=C\c1ccco1)C(=O)NCC1CCCO1 (configuration not stated)	0.5	-1.7	1.4	-7.6	-12.3	-3.8	-4.1	7.7	4.6
Cc1ccn2c(=O)nc(SCC(=O)NCc3ccc(F)cc3)nc2c1	-0.5	-14.4	12.0	3.2	-3.6	-11.8	-2.3	7.8	1.4
O=C1CCCC(=O)C1=C1SCCS1	-0.3	-0.3	-0.5	14.5	-16.0	-8.0	-7.4	-9.5	4.7
COc1ccc(-n2nc(C(=O)NCC(=O)Nc3ccccn3)c3ccccc3c2=O)cc1Cl	1.7	x	x	4.4	19.0	x	0.1	11.6	14.5
O=C(CSc1ncnc2nc[nH]c12)Nc1ccccc1C(F)(F)F	0.6	-2.4	0.2	-3.4	-25.4	4.4	-3.2	5.4	4.3
Cc1cc(NC(=O)CSCc2ccc([N+](=O)[O-])cc2)no1	0.1	-2.8	1.6	-4.7	0.6	-9.4	-8.1	16.1	-0.5
CCC(=O)N(Cc1cc(=O)[nH]c2ccccc12)c1ccc(C)cc1	0.1	1.9	-0.2	-8.3	-37.7	-17.1	-7.4	-1.0	-1.4
CNC(=O)c1ccc(NC(=O)c2cc(S(=O)(=O)N(C)C)ccc2N2CCCC2)cc1	0.2	-0.7	0.6	-0.3	-22.8	-11.0	-6.9	-13.8	13.7
COCCN1C=C2C(=O)C(C)(OC(=O)c3cccs3)C(=O)C=C2C=C1CCCC(=O)OC (configuration not stated)	0.3	-8.3	0.4	-8.9	17.4	-1.2	0.1	-7.0	16.6
CCC1NC(=S)N(C2CCCCC2)C1=O (configuration not stated)	0.9	-1.0	0.6	-11.2	6.5	3.5	-6.7	31.9	2.7
O=C(COc1ccc2ccccc2c1Br)N1CCOCC1	1.6	-12.2	0.5	-7.0	2.8	-11.5	-0.3	17.8	4.7
CC1(C(=O)NCc2cccc3ccccc23)CCN1Cc1ccccc1OC(F)F (configuration not stated)	0.0	x	x	-14.3	16.5	x	-2.4	8.4	1.1
COc1ccc(Cl)cc1NC(=O)COC(=O)c1c(-c2ccccc2)noc1C	0.4	-6.9	-0.2	-7.4	32.1	-3.8	-5.4	-10.3	14.1
Cc1ccc(C(=O)Nc2ccon2)cc1S(=O)(=O)N1CCOCC1	0.7	7.0	0.7	-20.8	8.4	-9.3	-4.6	14.7	17.8
CC1CCCCN1CCCNC(=O)c1c(O)nc2ccccn2c1=O (configuration not stated)	4.7	-7.5	0.2	-4.7	4.6	-13.0	-4.8	4.9	1.2
CSc1ccc(-c2cc3c(c4c2ccn4C)C2CCC3O2)cc1 (configuration not stated)	-0.3	x	x	16.7	-2.1	x	-9.3	-6.2	-1.4
COc1ccc(N(Cc2cc3ccc(C)cc3[nH]c2=O)C(=O)c2ccco2)cc1	0.5	-22.7	0.3	4.6	7.9	-16.5	-3.5	6.4	0.0
C[C@@H]1C(=O)O[C@H]2[C@H]1CC[C@@]1(C)C(=O)C=C[C@@](C)(O)[C@H]21	0.8	-0.2	0.5	-8.9	-4.6	-0.5	-3.5	-2.3	15.4
O=[N+]([O-])c1ccc2nc(-c3ccccn3)[nH]c2c1	1.5	-1.4	-1.7	-21.1	6.2	-18.6	-3.0	26.4	-0.5
Cc1ccc(OC(=O)c2cccc(S(=O)(=O)N(C)C)c2)c(-n2nc3ccccc3n2)c1	1.0	0.9	1.4	-4.0	21.3	-19.4	-0.9	15.7	5.9
Cc1ccc(-c2csc3nc(C)n(N)c(=O)c23)o1	-0.3	-0.2	-1.5	-14.7	20.9	-15.5	-6.5	15.4	4.7
COc1cc(/C=N/NC(=O)C(Cc2c[nH]c3ccccc23)NC(=O)OCC(C)C)cc([N+](=O)[O-])c1OCc1ccccc1 (configuration not stated)	-0.1	-11.7	-1.1	7.0	-3.2	0.2	-0.5	-16.1	2.0
CCCCNC(=O)CSc1nc(CCC)nc2ccccc12	2.1	-2.0	-0.9	-7.5	11.6	-14.8	-2.2	8.5	4.7
Cc1ccccc1CNC(=O)CC1C(=O)NCCN1Cc1c(F)cccc1Cl (configuration not stated)	0.1	-3.0	1.9	-10.3	-2.3	-17.7	0.9	15.0	4.5

Screens (PubChem)
